Screening results (PubChem BioAssay)
BLM helicase inh: Bloom syndrome helicase (human) inhibition. recombinant BLM DNA unwinding, fluorescence dequenching. Potency, µM (titrated, usually from 56.1 µM), for inactives: at the highest dose activity change, negative = inhibition, usual class: inhibitors. actives 0.2% (n = 350,000). AID 2528;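 note: plate controls were vehicle for no effect and no enzyme for full effect; nearly all actives have a fitted effect of over 35% in size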
POLI inh: DNA polymerase iota (human) inhibition; Q9UNA4; Pol iota fluorescent replication assay, 10 min; Potency, µM (top dose mostly 115 µM), for the others: at the highest dose activity, negative = inhibition, usual class: inhibitors; actives 1% (n = 390,000)
Target sequence (Q9UNA4 whole entry, looked up): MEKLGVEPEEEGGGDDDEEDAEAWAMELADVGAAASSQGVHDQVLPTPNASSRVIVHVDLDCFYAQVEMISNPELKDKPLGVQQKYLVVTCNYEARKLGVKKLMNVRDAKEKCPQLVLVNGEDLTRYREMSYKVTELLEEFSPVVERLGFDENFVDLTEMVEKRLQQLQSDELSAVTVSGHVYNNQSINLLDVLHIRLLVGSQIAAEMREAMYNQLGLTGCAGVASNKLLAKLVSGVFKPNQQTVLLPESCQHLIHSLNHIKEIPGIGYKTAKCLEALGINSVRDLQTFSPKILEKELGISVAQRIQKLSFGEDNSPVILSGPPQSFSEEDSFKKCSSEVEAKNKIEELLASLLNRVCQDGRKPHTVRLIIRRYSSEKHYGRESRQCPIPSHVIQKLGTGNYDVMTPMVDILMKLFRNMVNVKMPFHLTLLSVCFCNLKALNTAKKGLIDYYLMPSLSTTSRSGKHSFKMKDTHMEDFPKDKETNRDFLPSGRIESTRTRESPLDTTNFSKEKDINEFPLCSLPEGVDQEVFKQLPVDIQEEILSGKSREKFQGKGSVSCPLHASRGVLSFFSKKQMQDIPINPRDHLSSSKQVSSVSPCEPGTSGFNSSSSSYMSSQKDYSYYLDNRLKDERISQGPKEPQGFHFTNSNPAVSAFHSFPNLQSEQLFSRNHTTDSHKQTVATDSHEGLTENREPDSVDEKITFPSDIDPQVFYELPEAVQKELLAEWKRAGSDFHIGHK
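Pol iota at 10 nM preincubated 15 min with compounds at room temperature; reaction started with fluorescent substrate, 50 nM final. Fluorescence read kinetically at 0 and 10 min; buffer-only wells as negative control.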
Anesthetic bind: candidate novel general anesthetic via apoferritin binding; P02791; actives 0.074% (n = 350,000); apoferritin/1-aminoanthracene competitive binding, fluorescence; Potency, µM (series often up to 77.5 µM), for the others: at the highest dose activity change, negative = displacement, hits mostly inhibitors; note: % is set by controls: 0 for no effect and ±100 for the full control effect; nearly all actives have a fitted effect of over 20% in size
Target sequence (P02791 2-175 limits assumed): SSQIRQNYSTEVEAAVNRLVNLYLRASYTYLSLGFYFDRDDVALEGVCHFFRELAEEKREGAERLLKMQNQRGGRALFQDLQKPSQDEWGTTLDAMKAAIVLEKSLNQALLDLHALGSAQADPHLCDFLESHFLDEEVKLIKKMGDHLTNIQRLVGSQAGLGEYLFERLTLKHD
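Horse-spleen apoferritin (10 uM) was mixed with 50% saturated 1-aminoanthracene in PBS, exposed to compounds for 10 min at room temperature, and read for fluorescence (ex 380 nm, em 535 nm). Competitive displacement was fitted with a four-parameter Hill equation.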
BAZ2B block: BAZ2B (human) inhibition; Q9UIF8; AlphaScreen BAZ2B-H3K14Ac peptide displacement; Potency, µM (highest dose often 114 µM), for inactives: top-dose activity change, negative = inhibition, hits mostly inhibitors; actives 4.4% (n = 360,000); AID 504333; note: % is set by controls: 0 for no effect and ±100 for the full control effect; nearly all actives have a fitted effect of over 60% in size
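BAZ2B (50 nM) with biotin-H3(5-23)K14Ac peptide (50 nM) in PBS pH 7.4, 0.01% Tween-20, preformed 30 min, then compound 30 min at room temperature; top concentration 110uM. AlphaScreen streptavidin donor/nickel chelate acceptor beads (10 ug/mL final), 20 min dark, signal read.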
POLH inh: DNA polymerase eta (human) inhibition. Potency, µM (doses to about 114 µM), for inactives: at the top dose activity change, negative = inhibition, actives largely listed as inhibitors. actives 1.2% (n = 390,000). recombinant Pol eta, fluorescent DNA replication assay; note: % is set by controls: 0 for no effect and ±100 for the full control effect
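Pol eta at 10 nM preincubated with compounds 15 min at room temperature; reaction started with fluorescent substrate (50 nM final) and read kinetically at 0 and 10 min.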
G9a inh: G9a (human) methyltransferase inhibition | Q96KQ7 | G9a H3K9 monomethylation, AlphaScreen, 2 h | Potency, µM (top dose mostly 102 µM), for the others: at the highest dose activity, negative = inhibition, hits mostly inhibitors | actives 8.8% (n = 350,000); note: % is set by controls: 0 for no effect and ±100 for the full control effect; nearly all actives have a fitted effect of over 75% in size
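AlphaScreen read-out: biotin-H3K9 peptide (500 nM) methylation by 20 nM enzyme with 20 uM SAM, 2 h at room temperature after 15 min compound preincubation; anti-monomethyl H3K9 antibody plus donor/acceptor beads, 10 min dark.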
APE1 inh: inhibitors of human APE1 endonuclease. P27695. recombinant APE1, TAMRA/BHQ-2 abasic DNA cleavage fluorescence. Potency, µM (titrated, usually from 65.8 µM), inactives show at the top dose activity change, negative = inhibition, most hits filed as inhibitors. actives 0.35% (n = 350,000). AID 2517;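 note: plate controls were vehicle for no effect and reference inhibitor for full effect; nearly all actives have a fitted effect of over 55% in size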
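Quantitative HTS: incision of a TAMRA/BHQ-2 double-stranded substrate bearing a tetrahydrofuran abasic site by 0.75 nM APE1 raises fluorescence. Substrate 50 nM final, added after 15 min compound preincubation at room temperature; progress as third-minus-first kinetic read difference.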
POLB inh: DNA polymerase beta (human) inhibition; actives 1.3% (n = 340,000); AID 485314; Potency, µM (highest dose often 114 µM), without a hit: at the top dose activity change, negative = inhibition, most hits filed as inhibitors; Pol beta primer extension/strand displacement, fluorescence kinetic; P06746; note: % is set by controls: 0 for no effect and ±100 for the full control effect
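10 nM enzyme + cpd, 15 min RT; start with substrate 50 nM final; read 0 min and after 10 min RT. Corrected, normalized data; 4-parameter Hill curve fit.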
Pol kappa inh: inhibitors of human DNA polymerase kappa; purified Pol kappa, fluorescent DNA synthesis assay, 10 min; Potency, µM (doses to about 107 µM), without a hit: at the top dose activity, negative = inhibition, actives largely listed as inhibitors; actives 0.53% (n = 400,000); AID 588579; note: % is set by controls: 0 for no effect and ±100 for the full control effect
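Kinetic fluorescence readout at 0 and 10 min followed reaction start with substrate at 50 nM final. Beforehand, enzyme (10 nM Pol kappa) stood 15 min with compound at room temperature; buffer-only wells were negative controls.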
Numbers without * were called inactive; ? = inconclusive; . = not tested or not shown; & = joins results of further samples; [ ] = remark or other dose. Calls come from the whole dose curve; as a rule, active = well fitted curve in the direction sought with a large enough effect; inconclusive = small, poorly fitted or top-dose-only effect, or another doubt; inactive = no such curve, though single readings can be large; an effect the other way counts as inactive or inconclusive. Potency is the fitted concentration of half-maximal effect. Some of the compounds tested (hit frequency here may not be typical).

smiles	POLH inh	POLI inh	APE1 inh	G9a inh	BAZ2B block	POLB inh	BLM helicase inh	Pol kappa inh	Anesthetic bind
CCOc1cccc(-c2nn(-c3ccccc3)cc2/C=C(/C#N)C(=O)NCCCn2ccnc2)c1	-23%	72%[activator]	1%	?	35µM*	?	-9%	-5%	?
CC(NC(=O)c1ccc(Cn2cc([N+](=O)[O-])cn2)cc1)c1ccccc1 (centres undefined)	-18%	139%[activator]	14%	-9%[59 µM]	8%	13%	4%	-12%	-2%
Cc1ccc(/C=C/C(=O)Nc2ccccc2C(N)=O)o1	-13%	15%	.	10µM*	-2%[57.1 µM]	11%	-2%	-6%	-11%
CCOC(=O)N1CCN(C(=O)COc2ccc(Br)cc2)CC1	-10%	6%	3%	10%	2%	0%	0%	-7%	-11%
COc1ccc(-c2oc(NC(C)=O)c(C#N)c2-c2ccc(OC)cc2)cc1	-4%	-9%	0%	?	-32%	1%	-6%	-17%	?
O=C(Nc1ccc(F)cc1)Nc1csc2c1CCCC2	7%	2%	.	-1%[59 µM]	-1%	12%	-7%	8%	-16%
O=C(C1=C[C@@H](c2ccccc2)C[C@@H](OCc2ccc(CO)cc2)O1)N1CCOCC1	-14%	0%	2%	.	-2%	0%	-2%	6%	-4%
CONc1nc(NC(C)(C)C)nc(OCC#N)n1	-16%	32%[activator]	24%	15%[59 µM]	-32%	15%	3%	2%	4%
CCCCC12CN3CC(C)(CN(C1)C31C(=O)N(C)c3ccc(C)cc31)C2=O (centres undefined)	-11%	23%	14%	6%[59 µM]	-6%	42%	-12%	-11%	5%
COc1cc(NC(=O)c2ccc3c(c2)C(=O)N(CCC(C)C)C3=O)c(C(=O)O)cc1OC	11%	-5%	-11%	.	-10%	1%	-1%	-1%	1%
CN(C)S(=O)(=O)c1cccc(NC(=O)c2cccc(S(=O)(=O)N3CCc4ccccc43)c2)c1	-3%	-8%	-3%	-3%[2.33 µM]	2%	.	.	-2%	.
Cc1cccc(NC(=O)c2ccc(CN3CC(=O)N4CCCCC4C3=O)cc2)c1C (centres undefined)	-11%	-12%	.	2%[59 µM]	1%	18%	0%	-10%	-8%
COc1ncc(C2=CC(=O)CC(C)(C)C2)cn1	-3%	-21%	17%	2%[0.501 µM]	8%	.	.	-1%	.
CCc1ccc(NC(=O)C2CCN(S(=O)(=O)c3c(C)noc3/C=C\c3ccc(OC)cc3)CC2)cc1	-4%	36%[activator]	.	4%[59 µM]	.	24%	0%	9%	7%
COc1cc(NC(=O)CSc2nc3[nH]c(=O)cc(O)c3s2)cc(OC)c1OC	-11%	-6%	-6%	0%[12.7 µM]	-5%	.	.	7%	.
CCCCOc1ccc(C(=O)N/C(=C/C=C/c2ccccc2)C(=O)NCCCO)cc1	-16%	38%[activator]	-2%	-51%[59 µM]	-23%	-16%	-15%	-14%	?
NCCCC[C@@H]1NC(=O)[C@H](CCC(=O)O)NC(=O)c2cc([N+](=O)[O-])cc(I)c2OCC[C@@H](C(N)=O)NC1=O	14µM*	?	?	32µM*	?	1%	3%	25µM*	-8%
COc1ccc(NC(=O)CCCNC(=O)Cn2cnc3sc4c(c3c2=O)CCCC4)c(OC)c1	-15%	54%[activator]	55%	-30%	-22%	18%	-4%	1%	-10%
O=C(CCl)Nc1ccc(S(=O)(=O)NC2=NCCCCC2)cc1	-9%	16%	28%	.	.	.	.	-2%	.
CCN1CCN(Cc2cc(=O)oc3ccc(Cl)cc23)CC1	1%	-9%	2%	?	3%	?	-9%	-10%	-11%
CCN(CC(=O)Nc1c(F)cccc1F)C(=O)c1ccc(N2CCCCC2)c([N+](=O)[O-])c1	-11%	16%	-6%	50%	-7%	2%	-1%	-6%	-9%
CCC(=O)Nc1sc2c(c1C(=O)Nc1ccc(Br)cc1)CCCCC2	-8%	?	.	?	-18%	5%	0%	-10%	-14%
Cn1nnnc1SCC(=O)Nc1cc(C(F)(F)F)ccc1N1CCOCC1	-3%	16%	1%	-1%	-4%	8%	-1%	-1%	-6%
COc1ccc(C(=O)NC(C(=O)OCC(=O)Nc2sccc2C(N)=O)C(C)C)cc1 (centres undefined)	89µM*	?	-27%	-5%[12.7 µM]	6%	.	.	-30%	.
CCC(=O)NC1=C(NC(C)c2ccccc2)C(=O)c2ccccc2C1=O (centres undefined)	-1%	42%	19%	?	?	7%	-13%	-2%	-11%
CS(=O)(=O)N(CC(=O)N1CCCC1)Cc1ccc(F)cc1	-3%	-6%	38%	33%[59 µM]	-15%	2%	-7%	-4%	-2%
Cc1ccc(-c2cn(-c3ccccc3)c3[n+]2CCCS3)cc1	-10%&-2%	?	6%&5%	-14%	-23%&1%	0%&16%	2%&-6%	-1%	-1%&-6%
CCOC(=O)C1CCN(c2ncnc3c2cnn3-c2ccc(OC)cc2)CC1	-7%	11%	-7%	-36%[59 µM]	-20%	50µM*	-11%	-23%	-5%
CN1CCN(C(=O)CCN2C(=O)/C(=C\c3ccc(Cl)cc3)SC2=S)CC1	2%	-6%	29%	-11%	-34%	39%	4%	4%	-9%
Cc1cc(/C=C(\C#N)C(N)=O)c(C)n1-c1ccc(N2CCOCC2)c([N+](=O)[O-])c1	-10%	32%[activator]	16%	?	?	20%	1%	-15%	-17%
Cc1ccc(NC(=O)CCC(=O)c2cccs2)c(O)c1	-1%	26%	1%	50%[activator][12.7 µM]	-15%	-20%	-4%	1%	-10%
O=C(O)/C=C/C(=O)Nc1ccc2c(c1)NC(=O)CO2	-9%	104%[activator]	?	?	-23%	43%	-4%	-9%	0%
Cc1cccc(NC(=O)N2CCc3ccccc3C2)c1C	-10%	36%[activator]	-1%	-5%	1%	28%	-3%	10%	-14%
O=C(NC1CCCCC1)N1CCN(c2ccc(Cl)cc2)CC1	-8%	42%[activator]	14%	.	-21%	60%	-21%	3%	-21%
Cc1nn(C(C)C)c(C)c1[C@@H]1C[C@H]2CN(Cc3cccc(Cl)c3)C(=O)[C@]23CCCN13	-3%	35%[activator]	15%	-8%[59 µM]	-6%	14%	-2%	0%	0%
CC(C)(C)c1nnc(NC(=O)c2cccnc2)s1	-9%	-22%	15%	9%[59 µM]	-11%	59%	-11%	2%	-3%

Arranged by formula weight (ascending): part of the list above
smiles	POLH inh	POLI inh	APE1 inh	G9a inh	BAZ2B block	POLB inh	BLM helicase inh	Pol kappa inh	Anesthetic bind
O=C(O)/C=C/C(=O)Nc1ccc2c(c1)NC(=O)CO2	-9%	104%[activator]	?	?	-23%	43%	-4%	-9%	0%
Cc1cccc(NC(=O)N2CCc3ccccc3C2)c1C	-10%	36%[activator]	-1%	-5%	1%	28%	-3%	10%	-14%
CCC(=O)NC1=C(NC(C)c2ccccc2)C(=O)c2ccccc2C1=O (centres undefined)	-1%	42%	19%	?	?	7%	-13%	-2%	-11%

(continued)
smiles	POLH inh	POLI inh	APE1 inh	G9a inh	BAZ2B block	POLB inh	BLM helicase inh	Pol kappa inh	Anesthetic bind
CCOC(=O)c1ccccc1C(=O)N1CCOCCOCCOCC1	-13%	24%	6%	-4%[59 µM]	1%	6%	2%	-7%	-4%
Cc1ccc2c(c1)N(CC(=O)N1CCCC1)C(=O)c1cccnc1O2	-11%	30%	40%	5%	-38%	-1%	-1%	2%	3%
Cc1cc2oc(=O)cc(CN3CCOCC3)c2c(C)c1Cl	?	42%[activator]	-9%	-6%	11%	1%	1%	-3%	-7%
COc1cccc(N2CCCn3c2nc2c3c(=O)n(CCN3CCOCC3)c(=O)n2C)c1	.	.	5%	30%	8%	6%	1%	.	-8%
COc1cccc(C2CC(c3c(Cl)cccc3Cl)n3nc(N)nc3N2)c1 (centres undefined)	5%	-4%	-2%	?	-8%	-25%	-1%	-4%	-8%
Cc1ccc(-c2cn3nc(C)c(C)nc3n2)cc1	-12%	43%[activator]	5%	?	13%	-7%	0%	-9%	499%[activator]
O=C(COc1ccc(S(=O)(=O)N2CCCCC2)cc1)N1CCCC1	-15%	-8%	58%	9%	-13%	20%	3%	-2%	4%
Cc1nc(NS(=O)(=O)c2ccccc2)sc1C(=O)N/N=C/c1ccccc1	-8%	28%	-1%	8%	-26%	-27%	1%	5%	-13%
O=C(O)c1ccc(N=C2NC(=O)C(CO)(CO)S2)cc1	5%	-10%	15%	-49%	3%	26%	-1%	4%	-3%
Cn1c(Cn2c(=O)sc3ccccc32)nnc1SCC(=O)Nc1ccc(F)cc1	-10%	23%	-1%	1%[59 µM]	1%	-8%	5%	15%	-4%
CCn1c(Cn2nnc(-c3ccccc3)n2)nnc1SCC(=O)Nc1cccc(C(C)=O)c1	2%	11%	-2%	20%[59 µM]	-2%	12%	-2%	-3%	?
Cc1cccc(N2CCN(C(=O)c3ccc(NC(=O)C4CCCO4)cc3)CC2C)c1 (centres undefined)	-9%	29%	-2%	-12%[59 µM]	2%	1%	-1%	-15%	1%
OCCN1CCN(CCCc2c3c(cc4c2CCC4)CCC3)CC1	-23%	25%	12%	?	-9%	49%	-11%	-5%	-13%
O=C(C1COc2ccccc2O1)N1CCc2ccccc21 (centres undefined)	79µM*	45µM*	?	50µM*	45µM*	32µM*	-22%	?	?
Nc1ncnc2sc3c(c12)CCNC3	7%	4%	4%	?	?	19%	-5%	9%	34%[activator]
CCOC(=O)C(NC=O)(NC(C)(C)C)C(=O)OCC	-3%	24%	3%	-8%	-3%	12%	-2%	4%	-5%
Cc1ccccc1NS(=O)(=O)c1cccc2nonc12	-3%	-28%	-31%	?	?	?	-8%	-2%	?
